# DYRK1A inh = rat Dyrk1A kinase inhibitors, primary screen, biochemical, single point, plate reader. ADP-Glo luminescence, NFATc1 peptide. Dual specificity tyrosine-phosphorylation-regulated kinase 1A (Rattus norvegicus), Q63470. AID 504441, 2011. actives 0.43% (n = 310,000). inhibition, % at 12.5 µM; in the data active = inhibition above about 50%;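 note: plate controls were vehicle with enzyme for no effect and no enzyme for full effect; many of its hits are not listed in these tables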
# hERG protect = hERG rescue from dofetilide block, primary screen, cell-based, CHO-hERG, FluxOR thallium flux, dofetilide IC70; actives 0.51% (n = 310,000); activation (rescue from dofetilide block), less the hit threshold, % at 10 µM; dofetilide IC70 present; Voltage-gated inwardly rectifying potassium channel KCNH2 (Homo sapiens), Q12809;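 active = activation above the mean of controls blocked by dofetilide plus 5 SD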;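 note: thallium influx through hERG after potassium depolarization seen as dye fluorescence rise; in these data hits start at about 4.7%; inactives centre near -7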
# KCNQ1 block = inhibitors of human KCNQ1 channel, primary screen, cell-based, thallium flux, high-throughput. actives 1.3% (n = 310,000). Potassium voltage-gated channel subfamily KQT member 1 (Homo sapiens), P51787. B-score at 10 µM. AID 2642, 2010. CHO-K1 KCNQ1, FluxOR thallium flux fluorescence; stronger effect = higher value;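 active = compounds whose thallium flux B-score, printed positive for inhibition, exceeds three library SD while starting fluorescence stays within three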;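 note: channel opened by potassium depolarization with thallium stimulus after 20 min compound exposure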
# Target sequence (P51787 whole entry, looked up): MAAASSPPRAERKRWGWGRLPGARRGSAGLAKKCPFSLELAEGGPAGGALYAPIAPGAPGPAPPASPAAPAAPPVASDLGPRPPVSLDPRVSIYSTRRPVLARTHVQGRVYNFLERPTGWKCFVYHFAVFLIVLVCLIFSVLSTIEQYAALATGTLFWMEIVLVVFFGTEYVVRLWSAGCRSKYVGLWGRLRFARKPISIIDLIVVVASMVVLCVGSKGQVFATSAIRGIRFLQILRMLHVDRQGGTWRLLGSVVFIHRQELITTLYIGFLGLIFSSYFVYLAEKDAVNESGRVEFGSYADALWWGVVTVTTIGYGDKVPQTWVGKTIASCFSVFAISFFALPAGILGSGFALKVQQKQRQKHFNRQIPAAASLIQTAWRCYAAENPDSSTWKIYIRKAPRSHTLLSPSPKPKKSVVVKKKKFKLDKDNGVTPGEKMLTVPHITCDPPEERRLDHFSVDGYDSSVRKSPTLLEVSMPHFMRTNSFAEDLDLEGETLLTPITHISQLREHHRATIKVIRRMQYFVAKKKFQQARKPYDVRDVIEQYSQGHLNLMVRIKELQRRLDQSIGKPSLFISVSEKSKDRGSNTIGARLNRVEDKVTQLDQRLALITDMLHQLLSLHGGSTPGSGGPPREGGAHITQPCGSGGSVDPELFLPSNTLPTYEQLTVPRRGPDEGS
# TRPC4 agonist = activators of mouse TRPC4 channel, primary screen, Fluo4 calcium, HEK293 TRPC4beta/mu-opioid cells. Short transient receptor potential channel 4 (Mus musculus), Q9QUQ5. Fluo4 calcium fluorescence; stronger effect = higher value. B-score at 10 µM. actives 0.49% (n = 310,000). AID 2237, 2010;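 active = B-score above 5 SD of library B-scores, and initial fluorescence ratio not above library mean plus 5 SD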;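 note: positive B-score marks a calcium rise read as TRPC4 activation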
#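 Material: HEK293 stable line with TRPC4beta plus mu-opioid receptor; technique: Fluo4 calcium-sensitive dye fluorescence, kinetic, 1 Hz baseline; timing: Fluo4 dye loading 45 min at room temperature, 110 s recording; controls: assay buffer as low control, maximal DAMGO as high control; read-out: integrated baseline-normalised fluorescence ratio, converted to per-well B score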
# KCNK9 block = KCNK9 potassium channel inhibitors, primary screen, HEK293 cells, thallium flux. AID 488922, 2010. FluxOR thallium flux fluorescence; stronger effect = lower value. B-score at 10 µM. actives 1.2% (n = 310,000). Potassium channel subfamily K member 9 (Homo sapiens), Q9NPC2;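 active = ratio B-score over 3 SD below the library mean, with starting fluorescence within 5 SD of its mean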;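 note: negative B-score means less thallium flux so channel inhibition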
# Target sequence (Q9NPC2 whole entry, looked up): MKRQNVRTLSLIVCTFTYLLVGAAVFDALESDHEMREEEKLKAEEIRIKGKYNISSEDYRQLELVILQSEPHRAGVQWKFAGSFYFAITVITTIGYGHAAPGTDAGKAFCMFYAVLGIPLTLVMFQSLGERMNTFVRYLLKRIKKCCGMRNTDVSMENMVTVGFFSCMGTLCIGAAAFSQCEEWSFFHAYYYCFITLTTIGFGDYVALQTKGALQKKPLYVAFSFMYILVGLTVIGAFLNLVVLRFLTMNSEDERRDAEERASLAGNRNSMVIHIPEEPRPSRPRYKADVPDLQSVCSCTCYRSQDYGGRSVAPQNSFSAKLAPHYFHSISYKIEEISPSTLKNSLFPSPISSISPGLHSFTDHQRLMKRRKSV
# TRPC4 potent = positive allosteric modulators of TRPC4, primary screen, cell-based, mouse TRPC4beta, HEK293 mu-opioid, Fluo-4 calcium; Short transient receptor potential channel 4 (Mus musculus), Q9QUQ5; DAMGO EC20, Fluo-4 Ca2+ flux; stronger effect = higher value; B-score at 10 µM; actives 0.42% (n = 310,000); AID 2227, 2009;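 active = B-score of calcium response area above 5 SD of library B-scores, with initial fluorescence ratio within 5 SD of library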;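 note: B-score of integrated fluorescence ratio over time as area under calcium response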
# PolyA inh = polyadenylation inhibitors in yeast reporter cells, primary screen, luminescence, S. cerevisiae. S. cerevisiae SKY197-pL101 polyadenylation reporter, beta-gal luminescence; efflux-impaired pdr1/pdr3 knockout yeast; score 100 = 6 SD above DMSO. calls only at 12 µM. actives 0.02% (n = 300,000). AID 1875, 2009;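 active = lowest replicate activity score at least 50, where 100 means six control SD above control mean; inconclusive = lowest score under 50 but half or more replicates reach 50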;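 note: yeast exposed to compound for 9 h at 30 °C; higher score means more reporter readthrough which indicates perturbed polyadenylation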
# Platelet DG rel = inhibitors of platelet dense granule secretion, primary screen, cell-based, MLPCN, human platelets; human platelet-rich plasma, SFLLRN dense granule ATP release, luminescence; inhibition, %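 (compounds screened at 7.5 µM in platelet-rich plasma)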; actives 0.22% (n = 300,000); AID 1663, 2009;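 active = mean replicate score, as percent of positive control, at or above 50; inconclusive = mean below 50 but at least one replicate at or above 50; inactive = mean and every replicate below 50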
# KCNK3 inh = human KCNK3 channel inhibitors, primary screen, CHO cells, FluxOR thallium flux, B-score; actives 0.84% (n = 340,000); AID 602410, 2012; B-score at 10 µM; FluxOR fluorescence; stronger effect = lower value; Potassium channel subfamily K member 3 (Homo sapiens), O14649;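 active = B-score under library mean minus 4 SD, starting fluorescence ratio at most library mean plus 5 SD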;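 note: more negative B-score means stronger inhibition of thallium flux through KCNK3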
# KCNQ1 pot = potentiators or activators of KCNQ1 channel, primary screen, cell-based, thallium flux, high-throughput; B-score at 10 µM; CHO-K1 KCNQ1, thallium flux FluxOR fluorescence; stronger effect = higher value; actives 0.35% (n = 310,000); Potassium voltage-gated channel subfamily KQT member 1 (Homo sapiens), P51787;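 active = fluorescence ratio B-score, a plate-corrected score, at least three library SD, with initial intensity B-score within 5 SD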
#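 Test system: CHO-K1 cells stably expressing KCNQ1 / Medium: assay buffer / Also added: depolarizing K+/Tl+ stimulus, K2SO4 and Tl2SO4 each 12.5 mM in 5x stock / Incubation: 90 min dye loading and 20 min compound exposure, both at room temperature / Signal: thallium influx via FluxOR fluorescence, kinetic imaging / Evaluation: B score of baseline-normalized fluorescence ratio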
# TRPC4 inh = inhibitors of mouse TRPC4 channel, primary screen, Fluo4 calcium, HEK293 TRPC4beta/mu-opioid cells; Short transient receptor potential channel 4 (Mus musculus), Q9QUQ5; AID 2247, 2010; B-score at 10 µM; actives 0.39% (n = 300,000); DAMGO-evoked Fluo4 calcium flux; stronger effect = lower value;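 active = B-score over 3 SD under the library average, no early fluorescence shift, positive overall ratio signal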
#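 Material: HEK293 cells with stable TRPC4beta plus mu-opioid receptor expression / Probe or stimulus: DAMGO in two steps, submaximal then maximal / Compound: single concentration per test compound / Technique: kinetic Fluo4 fluorescence imaging of calcium influx / Read-out: per-well B score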
# * = called active by the depositor; i = inactive; ? = inconclusive; . = no result given.
molecule	Platelet DG rel	PolyA inh	TRPC4 agonist	KCNK9 block	DYRK1A inh	TRPC4 inh	TRPC4 potent	KCNK3 inh	KCNQ1 pot	KCNQ1 block	hERG protect
O=c1[nH]c(=O)n(CCc2ccccc2)c(O)c1C=NC1CC1	5	i	i	i	-1	i	14*	i	i	i	-2
COCCCN=Cc1c(O)[nH]c(=S)[nH]c1=O	-5	i	i	i	-9	i	i	i	i	i	-10
COc1ccc(C(=O)C2CCCN(Cc3ccc(F)cc3F)C2)cc1F (stereo not given)	-5	i	i	i	-3	i	i	i	i	i	-6
O=[N+]([O-])c1ccc(N2CCCC2)cc1N/N=C1\CN2CCC1CC2	-2	i	i	i	-2	i	i	i	i	i	-7
C=CCc1cc(C=C2C(=O)N(C)C(=O)N(C)C2=O)cc(OCC)c1OCc1ccccc1	-3	i	i	i	0	i	i	i	i	i	1
COc1ccc(NS(=O)(=O)c2ccc(OCC(=O)N3CCN(C)CC3)cc2)cc1Cl	23	i	i	i	-8	i	i	i	i	i	-9
O=C1NC(=O)C(CCc2ccncc2)(CCc2ccccn2)C(=O)N1c1ccc(Br)cc1 (stereo not given)	-4	i	i	i	-5	i	i	i	i	i	-7
CC(=O)N(C)CC#CCN1CCCC(CO)C1 (stereo not given)	-2	i	i	i	5	i	i	i	i	i	-10
Cc1ccc(OP(=O)(NC(C)c2ccccc2)Oc2ccc(C)cc2)cc1 (stereo not given)	-19	i	i	i	.	i	i	i	i	i	-2
CCN(CC)c1ccc([N+](=O)[O-])c2cccnc12	-5	i	i	i	0	i	i	i	i	i	-17
CN(C)C(=O)Oc1ccc2c(c1)O/C(=C\c1cccc(Cl)c1)C2=O	-2	i	i	i	-5	i	i	i	i	i	-1
O=C(Cn1cnc2ccccc2c1=O)NCC(=O)N1CCC2(CC1)OCCO2	2	i	i	i	-18	i	i	i	i	i	-6
CN(C)c1ccc(C2C3C=CC(C3)C2(C#N)C(=O)O)c(Br)c1 (stereo not given)	0	i	i	i	-5	i	i	i	i	i	0
C=CCn1c(O)c(C(C)=NCCCN(C)C)c(=O)[nH]c1=O	-12	i	i	i	.	i	i	i	i	i	-12
C/C(=N/O)c1ccc2ccc3ccccc3c2c1	-13	i	i	i	29	i	i	i	i	i	-2
COC(=O)c1ccccc1OP(=O)(c1cccc([N+](=O)[O-])c1)c1cccc([N+](=O)[O-])c1	-1	i	i	i	5	i	i	i	i	i	-7
Cc1c(C(=O)Nc2ccccc2)c2cc(O)ccc2n1Cc1ccccc1	-9	i	i	i	10	i	i	i	i	i	-11
Cn1c(O)c(/C=N/c2ccccn2)c(=O)n(C)c1=O	7	i	i	i	4	i	i	i	i	i	-11
OC1(c2cccnc2)CC2CCC(C1)N2Cc1nnnn1Cc1ccccc1 (stereo not given)	2	i	i	i	-1	i	i	i	i	i	0
CCOc1ccc(NC(=O)C2C3c4ccccc4C(c4ccccc43)C2C(=O)O)cc1 (stereo not given)	1	i	i	i	4	i	i	i	i	i	-7
O=C(NC[P+](=O)O)OCc1ccccc1	0	i	i	i	-9	i	i	i	i	i	-6
COc1ccc(OC)c(NP(=O)(Oc2ccccc2)Oc2ccccc2)c1	8	i	i	i	2	i	10*	i	i	i	-5
CC[C@@H](CO)C1CC2NC3CC4(c5ccccc5N(C)[C@@H]24)C(O)C31 (stereo not given in full)	2	i	i	i	7	i	i	i	i	i	-6
Cc1c(Br)c(=O)oc2cc(OCC(=O)N3C[C@H]4C[C@@H](C3)c3cccc(=O)n3C4)ccc12	4	i	i	i	0	i	i	i	i	i	-4
COc1ccccc1C(=O)Nc1ccc2c(c1)CC1(C(=O)N(C)C(=O)N(C)C1=O)C1CCCN21 (stereo not given)	-4	i	i	i	-1	i	i	i	i	i	-17

# (further entries)
molecule	Platelet DG rel	PolyA inh	TRPC4 agonist	KCNK9 block	DYRK1A inh	TRPC4 inh	TRPC4 potent	KCNK3 inh	KCNQ1 pot	KCNQ1 block	hERG protect
CN1CCN(c2ccc(NC(=O)Oc3ccccc3)cc2)CC1	-2	i	i	i	-1	i	i	i	i	i	-2
COC(=O)C(O)(c1cn(C)c2ccccc12)C(F)(F)F (stereo not given)	?	i	i	i	-5	i	i	i	i	i	-4
CCOC(=O)c1c(C)n(Cc2ccccc2)c2ccc(O)cc12	9	i	i	i	.	i	i	i	i	i	-4
CCOC(=O)Cn1cc(C(=O)c2ccccc2F)c2ccccc21	-2	i	i	i	6	i	i	i	i	i	-8
Cc1cccc2c1=NC(=O)/C(=C/c1c(O)[nH]c(=O)[nH]c1=O)C=2	4	i	i	i	0	i	i	i	i	i	-3
O=c1[nH]c(=S)n(-c2ccc(Cl)cc2)c(O)c1/C=N/N1CCOCC1	.	i	i	i	.	i	i	i	i	i	-12
CN1CCN(Cc2nnc3n2-c2ccc(Cl)cc2C(c2ccccc2)=NC3)CC1	-4	i	i	i	1	i	i	i	i	i	-6
CC1CN(C)C(C)(C)CC1(O)c1ccccc1 (stereo not given)	16	i	i	i	2	i	i	i	i	i	-2
CCOc1ccc(-n2c(O)c(N=Nc3ccc([N+](=O)[O-])cc3)c(=O)[nH]c2=O)cc1	3	i	i	i	-1	i	i	i	i	i	-3
COC(=O)C1=C(c2ccc(S(C)(=O)=O)cc2)C[C@@H]2CC[C@H]1N2C(=O)N1CCOCC1	-2	i	i	i	-10	i	i	i	i	i	-7
N#Cc1cc2c(nc1SCC(=O)Nc1cc(Cl)ccc1Cl)C1CCN2CC1	3	i	i	i	-13	i	i	i	i	i	-9
CCC(C)n1c(O)c(/C=N/NC(=O)c2ccncc2)c(=O)[nH]c1=S (stereo not given)	-2	i	i	i	-6	i	i	i	i	i	-4
CN1CCN(Cc2cc(C(C)(C)C)c(O)c(C(C)(C)C)c2)CC1	0	i	i	i	1	i	11*	i	i	i	-15
Cc1cc(C)n2nc(SC(C)C(=O)N3CCC4(CC3)OCCO4)nc2n1 (stereo not given)	1	i	i	i	5	.	i	i	i	i	-11
O=C(O)[C@H]1C[C@@H]1[C@H](NP(=O)(c1ccccc1)c1ccccc1)c1ccccc1	-5	i	i	i	3	i	i	i	i	i	-9
COc1ccc(CCNCc2ccncc2)cc1OC	6	i	i	i	1	i	i	i	i	i	-6
COc1ccccc1N=Cc1c(O)n(C)c(=O)n(C)c1=O	10	i	i	i	-3	i	i	i	i	i	-2
Cc1cc(OCC(=O)OC(C)(C)C)c2c3c(c(=O)oc2c1)CCC3	0	i	i	i	2	i	i	i	i	i	-11
CCOC(=O)[C@@]12C(=O)C(=O)N[C@]1(c1ccccc1)C1OCCCC12 (stereo not given in full)	8	i	i	i	-5	i	i	i	i	i	-4
O=S(=O)(NC1CCCC1)OCC(Cl)(Cl)Cl	2	i	i	i	.	.	i	i	i	i	0
Cc1ccc(N=Cc2c(O)n(C)c(=O)n(C)c2=O)cc1	0	i	i	i	3	i	i	i	i	i	-2
Nc1nnc(P(c2ccccc2)c2ccccc2)s1	9	i	i	i	-4	i	i	i	i	i	-5
COc1ccc2c(C)c(CCC(=O)N3C[C@H]4C[C@@H](C3)c3cccc(=O)n3C4)c(=O)oc2c1	-3	i	i	i	-2	i	i	i	i	i	-3
CN1C2c3ccccc3C3C4c5ccccc5C(C31)C(C2[N+](=O)[O-])N4C (stereo not given)	.	i	i	i	-2	i	i	i	i	i	-3
CN(C)C(=O)O/N=C(\N)COc1ccc(C(C)(C)C)cc1	2	i	i	i	2	i	i	i	i	i	-1

# Remaining list, next part.
molecule	Platelet DG rel	PolyA inh	TRPC4 agonist	KCNK9 block	DYRK1A inh	TRPC4 inh	TRPC4 potent	KCNK3 inh	KCNQ1 pot	KCNQ1 block	hERG protect
CN(C)CC1CCCCC1OC(=O)Cc1ccc(Cl)c([N+](=O)[O-])c1 (stereo not given)	1	i	i	i	-4	i	i	i	i	i	-6
O=Cc1c(C(=O)O)n(Cc2ccccc2F)c2ccccc12	4	i	i	i	1	i	i	i	i	i	-4
O=c1nc(/C=C/c2ccc(Cl)cc2Cl)cc(C(F)(F)F)[nH]1	-2	i	i	i	2	i	i	i	i	i	-6
C/C=C(\C)C(=O)OC1C(C)=C2C(C1OC(=O)CCCCC)C(C)(OC(C)=O)CC(OC(=O)CCC)C1(O)C2OC(=O)C1(C)O (stereo not given)	-1	.	71*	i	.	i	i	.	14*	i	-13
CNC(=S)N1CC2CC(C1)c1cccc(=O)n1C2 (stereo not given)	8	i	i	i	-3	i	i	i	i	i	-6
CNc1ccc2oc(C[C@H]3O[C@@]4(CC[C@H]3C)O[C@H]([C@H](C)C(=O)c3ccc[nH]3)[C@H](C)C[C@H]4C)nc2c1C(=O)O	28	i	148*	i	-2	i	i	i	38*	i	-5
Cc1nnc2ccc(-c3cccc(C(F)(F)F)c3)nn12	-3	i	i	i	8	i	i	i	i	i	-3
CC(=O)N1N=C2C3CCN(CC3)C2C1c1ccc(Br)cc1 (stereo not given)	29	i	i	i	-6	i	i	i	i	i	-6
COC(=O)C(O)(c1ccc(NC(=O)c2cccs2)cc1)C(F)(F)F (stereo not given)	18	i	i	i	.	i	i	i	i	i	-6
C=CCN1CCC2(C)c3cc(O)ccc3CC1C2C (stereo not given)	-1	i	i	i	3	i	i	i	i	i	-5

# This is a subset; count on the stated rates, not on these rows.
